# Source: PubChem BioAssay
# tim23-1 inh – growth inhibitors of tim23-1 mutant yeast, primary screen, luminescence, uHTS | S. cerevisiae tim23-1 growth, BacTiter-Glo luminescence, 24 h | inhibition, % at 20 µM | 330,000 tested, 1.3% active | AID 463212, 2010;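 active means growth inhibition of the mutant yeast at or above 50%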;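 further: temperature-sensitive mutant grown at 25 °C; plate controls were DMSO-treated mutant yeast for no effect and medium wells lacking yeast for full effect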
# Mdm2 MdmX PPI – inhibitors of human Mdm2-MdmX association, primary screen, cell-based, luminescence, split luciferase, SaOS-2, uHTS; Protein Mdm4 (Homo sapiens) + E3 ubiquitin-protein ligase Mdm2 (Homo sapiens), …; inhibition, % at 8 µM; SaOS-2 split-luciferase Mdm2/MdmX complementation; AID 485346, 2010; 330,000 tested, 3% active;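 active means inhibition of at least 50% at 8 µM in the primary screen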
# APJ ag – agonists of human apelin receptor APJ, primary screen, CHO-K1 cells, PathHunter beta-arrestin, luminescence. P35414. 0% DMSO wells, 100% apelin. activation, % at 20 µM. 330,000 tested, 0.11% active. AID 2520, 2010;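 active means activation more than six SD over the plate average, tested at 20 µM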;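 further: 0% = DMSO alone and 100% = apelin-13 at 10 nM; some results filed as inactive read as strong as hits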
# Target sequence (P35414 whole entry, looked up): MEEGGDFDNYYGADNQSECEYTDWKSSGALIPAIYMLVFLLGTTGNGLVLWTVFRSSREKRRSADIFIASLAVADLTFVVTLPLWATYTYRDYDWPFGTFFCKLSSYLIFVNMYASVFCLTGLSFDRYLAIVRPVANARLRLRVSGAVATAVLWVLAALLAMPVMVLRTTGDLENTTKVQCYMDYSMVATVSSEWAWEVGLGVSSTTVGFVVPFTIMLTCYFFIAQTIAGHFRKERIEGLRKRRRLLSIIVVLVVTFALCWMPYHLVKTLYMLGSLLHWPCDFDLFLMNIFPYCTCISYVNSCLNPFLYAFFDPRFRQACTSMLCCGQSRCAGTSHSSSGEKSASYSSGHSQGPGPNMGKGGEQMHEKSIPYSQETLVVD
#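 system = engineered CHO-K1 APJ arrestin reporter cells | input = 1000 cells per well | timing = overnight seeding, 90 min compound at 25 °C, 1 h detection | measured by = enzyme-fragment complementation luminescence | read-out = beta-arrestin recruitment to APJ as agonist activity, luminescent signal | control set = negative DMSO alone, positive Apelin-13 at 10 nM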
# XBP1 UPR activ – activators of adaptive XBP1 UPR arm, primary screen, cell-based, CHO-XBP1 luciferase reporter, luminescence, uHTS | 330,000 tested, 0.33% active | AID 463104, 2010 | IRE1-XBP1 UPR activation; percent of tunicamycin response, DMSO as zero | activation, % at 20 µM;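 active means versus positive control, 20 µM dose yields 30% or more activation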;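 further: 100% = tunicamycin at 10 µg/mL and 0% = DMSO only wells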
#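 Material – CHO cell line with stable XBP1 luciferase reporter · Buffer or medium – F12 plus 10% FBS · Compound – single point, 20 µM final compound, 1% DMSO · Schedule – 16-18 h cell attachment at 37 °C, then 6 h compound exposure · Signal – Steady-Glo luminescence read · Benchmarks – high control tunicamycin 10 µg/mL final, low control DMSO vehicle only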
# 697 NFkB inh – inhibitors of PMA/ionomycin-induced NF-kB reporter, 697 cells, primary screen, B-cell NF-kB inhibitor project, cell-based, luminescence, uHTS; 697 B-cell NF-kB luciferase reporter, 16 h; inhibition, % at 4 µM; 330,000 tested, 0.33% active; in the data active means inhibition above about 35%
# CHOP UPR activ – activators of apoptotic CHOP UPR arm, primary screen, cell-based, CHO-CHOP luciferase reporter, luminescence, uHTS | 330,000 tested, 0.34% active | UPR activation; percent of tunicamycin response over DMSO baseline | activation, % at 10 µM;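 active means at 10 µM dose, activation of 40% or more, normalized to positive control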;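 further: 100% = tunicamycin at 10 µg/mL and 0% = DMSO alone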
#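 Test system: CHO-CHOP cells, stable luciferase reporter of PERK-eIF2a-CHOP signalling | Quantity: 500 CHO-CHOP cells per well | Buffer or medium: F12 plus 10% serum | Compound dosing: 10 µM single point, 0.5% DMSO | Schedule: 6 h compound treatment, 37 °C | Signal: Luciferase luminescence | Control set: Tunicamycin high control, DMSO low control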
# Jurkat NFkB inh – inhibitors of induced NF-kB luciferase reporter, primary screen, TCR NF-kB activation inhibitor project, cell-based, luminescence, uHTS | Jurkat, PMA/ionomycin-induced NF-kB luciferase reporter | inhibition, % at 4 µM | 330,000 tested, 0.53% active | AID 435003, 2010; in the data active means inhibition above about 50%
# APJ antagonist – antagonists of human apelin receptor APJ, primary screen, CHO-K1 cells, beta-arrestin complementation, luminescence. P35414. inhibition, % at 20 µM. 330,000 tested, 0.32% active;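 active means inhibition above about 40% at 20 µM, limit read from the data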;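 further: cells challenged with 10 nM apelin-13 agonist together with compound; plate controls were apelin-13 plus DMSO wells for no effect and DMSO wells lacking apelin-13 for full effect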
# The depositor's hits bear a star. This is a random part of the collection. About 5% of those tested had a hit in this group.
no.	SMILES	tim23-1 inh	XBP1 UPR activ	697 NFkB inh	Jurkat NFkB inh	Mdm2 MdmX PPI	CHOP UPR activ	APJ ag	APJ antagonist
1	Cc1c(NS(=O)(=O)c2ccc([N+](=O)[O-])cc2)c(=O)n(-c2ccccc2)n1C	-3	-5	5	8	-5	-0.7	0	10
2	CC1CN(C(=O)Nc2ccccc2)c2ccccc2-[n+]2ccsc21 (configuration not stated)	9	-2	-2	-13	-3	-0.4	-4	-9
3	CCOC(=O)c1cc2c(C)n(-c3ccc(C)cc3)c(C)c2ccc1=O	28	6	-23	11	24	9.2	-4	20
4	COc1ccc2c(c1)C(=O)N(c1ccccc1OC)C(=O)C2(C)C	36	-3	18	2	20	-1.4	-5	10
5	Nc1nc(-c2cccnc2)nn1C(=O)Cc1ccccc1	-1	-1	10	3	-11	0.1	-5	-17
6	COc1ccc2c(=O)c(C(=O)NCCc3ccccc3)c[nH]c2c1	6	0	-54	-56	9	6.5	2	6
7	CC(=O)Nc1ccc(NC(=O)COC(=O)Cc2cccs2)cc1	8	-1	6	-12	38	-0.9	4	-1
8	CCOc1ccccc1/C=N/Nc1ccc(Cl)nn1	-8	1	-1	7	9	3.2	0	8
9	COc1ccc(CCNC(=O)CCN2C(=O)[C@@H]3Cc4ccccc4CN3C2=O)cc1OC	13	-1	1	9	11	-1.6	-3	-5
10	Cc1c(-c2ccn[nH]2)cc(NC(=O)c2ccc(Cl)cc2)c(=O)n1N	8	0	16	-4	-3	-0.1	1	4
11	CCc1sc(C(=O)Nc2ccc(NC(C)=O)cc2)cc1C	10	1	11	-8	-9	2.5	-3	-11
12	COc1ccccc1NC(=O)CCCc1nc(-c2ccc(OC)c(OC)c2)no1	8	0	17	5	15	-1.0	0	-5
13	O=C(NCc1cccc(Br)c1)C1CC2Cn3c(nc4ccccc43)C2N1c1ccccc1 (configuration not stated)	5	0	1	8	18	-1.0	3	13
14	Nc1ccccc1C(=O)NC1CCCNC1=O (configuration not stated)	8	-1	-1	-5	26	1.5	-1	-15
15	COC(CN(C)C(=O)C1CCCN(S(=O)(=O)c2ccc3c(c2)oc(=O)n3C)C1)OC (configuration not stated)	-1	-3	-17	-6	11	1.6	-3	4
16	Cc1ccccc1S(=O)(=O)NC1OC(=O)C(Oc2ccccc2)=C1Br (configuration not stated)	5	-2	5	-2	19	-0.3	-2	2
17	Cc1cccc(C(=O)OCC(=O)NCCN2C(=O)CSC2=O)c1[N+](=O)[O-]	-3	0	-3	3	7	-0.7	0	-7
18	CCOC(=O)CNS(=O)(=O)c1ccc(C)cc1	14	1	15	9	-23	2.6	2	12
19	O=C(N/N=C/c1cc(Cl)cc([N+](=O)[O-])c1O)c1ccc2c(c1)OCO2	28	0	-33	-11	36	4.4	-5	32
20	COc1ccccc1C(=O)Nc1ccc2c(c1)CN(C(=O)CSC)CC2	-2	-3	-7	12	40	5.2	1	16
21	COc1ccccc1COn1c(=O)c(-c2ccco2)[n+]([O-])c2ccccc21	49	-4	7	6	33	-1.2	0	-7
22	CCn1ncc(/C=C2/SC(=S)NC2=O)c1C	15	-1	0	11	8	1.7	-2	16
23	Cc1ccccc1NC(=O)CSc1nnc(-c2ccco2)c(-c2ccco2)n1	14	-2	4	0	-16	1.1	4	-19
24	Cn1c(=O)n(C)c2cc(NC(=O)c3cccc([N+](=O)[O-])c3)c(Br)cc21	4	3	10	8	-1	0.2	2	0
25	CC(C)NC(=O)N(C)C[C@H]1Oc2c(NS(=O)(=O)c3ccccc3)cccc2C(=O)N([C@H](C)CO)C[C@@H]1C	-8	2	4	12	6	1.8	-1	15
26	C=CCSC1=C(C#N)C(c2ccccc2Cl)C(C(=O)c2cccs2)C(O)(C(F)(F)F)N1 (configuration not stated)	32	-4	-6	13	17	0.3	1	2
27	CC(OC(=O)CCc1nc(=O)c2ccccc2n1C)C(=O)NCc1ccc2c(c1)OCO2 (configuration not stated)	2	1	13	-1	-12	2.7	-3	-19
28	COc1ccc(NC(=O)c2cccc(S(=O)(=O)N3CCc4ccccc43)c2)cn1	24	1	-25	19	14	2.7	3	-3
29	CCOc1ccc(CN2CCCC(CO)(Cc3ccccc3F)C2)cc1 (configuration not stated)	9	-1	-19	11	23	1.1	-1	9
30	COc1ccc(N2CCC(CNC(=O)Nc3ccccc3)C2)cc1 (configuration not stated)	24	-2	1	5	14	-0.6	-1	10
31	Cc1nc(Nc2ccc(Cl)cc2)c2nnn(Cc3ccccc3)c2n1	-1	3	20	7	3	-0.3	-2	-9
32	CCCn1c(N2CCN(C(=O)/C=C/C(=O)O)CC2)nc2ccccc21	1	0	16	17	18	-1.5	-2	8
33	CC(=O)c1cc2c(cc1NS(=O)(=O)c1ccccc1F)OCO2	7	-5	14	4	13	0.0	-3	8
34	Cc1ccc(S(N)(=O)=O)cc1	-22	0	0	-19	11	0.3	-2	4
35	CCn1c(C(=O)NCc2cccnc2)cc2sc(Cl)cc21	17	-2	-1	16	2	0.8	-4	3
36	C/C(=N\NC(=O)c1ccc(CN(C)S(=O)(=O)c2ccc(C)cc2)cc1)c1ccc(OC(F)F)cc1	-31	1	-36	37	10	1.2	0	-1
37	Cc1cccc(NC(=O)CSc2nnc(-c3ccc(S(=O)(=O)N4CCOCC4)cc3)n2C)c1	5	-1	19	-10	19	0.8	2	11
38	COc1ccc(NC(=O)COC(=O)Cc2ccsc2)c(OC)c1	15	-1	12	-3	14	0.9	1	2
39	Cn1c(=S)[nH]c2sc3c(c2c1=O)CCC(C(C)(C)C)C3 (configuration not stated)	18	8	-121	-63	-10	15	-2	14
40	CS(=O)(=O)c1cccc(C(=O)NC(c2ccccc2)c2ccccc2)c1	22	-3	-23	-14	1	0.8	-3	7
41	CN(CCc1ccccn1)C1CCCN(S(=O)(=O)c2ccccc2)C1 (configuration not stated)	12	-6	26	0	27	3.0	0	15
42	COCc1c(C(=O)NCCOc2ccc(Cl)cc2)oc2ccccc12	32	-1	19	-1	29	0.5	-3	2
43	COc1ccc(N2C(=O)CC(N3CCCC4CCCCC43)C2=O)cc1 (configuration not stated)	29	-8	5	-1	10	-1.4	-3	3
44	OC1CCCN(c2ncnc3c2nnn3Cc2c(F)cccc2Cl)C1 (configuration not stated)	19	-1	16	-7	1	-1.5	0	-1
45	CCOc1cc(CNc2ccc(OC)cc2)cc(Br)c1OCC(=O)NC(C)(C)C	18	-6	17	10	20	-0.1	-2	11
46	NC(=S)Nn1c(-c2ccccc2)nc2ccccc2c1=O	-6	-1	20	1	0	-1.6	-4	12
47	O=C(CN1C(=O)NC2(CCCC2)C1=O)Nc1nc(-c2ccc(F)c(F)c2)cs1	-14	0	0	3	8	-1.8	-2	17
48	CSc1ccc(CNCC(O)c2ccccc2)cc1 (configuration not stated)	-11	0	17	-11	9	-0.6	-4	4
49	CCC(C)Nc1nc(N)c([N+](=O)[O-])c(N2CCCCCC2)n1 (configuration not stated)	21	5	-7	5	16	3.8	-2	-12
50	COc1ccc(CCNC(=O)C(=O)N2CCCCC2)cc1OC	-1	-2	-10	-12	-13	-0.2	-4	10

# The listing continues:
no.	SMILES	tim23-1 inh	XBP1 UPR activ	697 NFkB inh	Jurkat NFkB inh	Mdm2 MdmX PPI	CHOP UPR activ	APJ ag	APJ antagonist
51	Cc1ccc[n+](CC(=O)c2cc3ccccc3oc2=O)c1	23	2	-2	16	2	3.2	5	11
52	CCCN=C1NC(=O)C(CC(=O)NCCc2ccc(OC)c(OC)c2)S1 (configuration not stated)	-5	-1	8	15	37	-1.3	-4	22
53	CC(=O)c1ccc(NC(=O)CCNC(=O)c2ccc(Cl)cc2)cc1	-1	-1	15	11	-9	4.0	-4	9
54	O=C(N/N=C/c1ccc(OC(F)F)cc1)c1cc[n+]([O-])cc1	10	-2	-28	-29	-2	1.5	2	-13
55	O=C(Nc1ccc(S(=O)(=O)Nc2nccs2)cc1)C1CC(=O)N(c2ccccc2)C1 (configuration not stated)	3	0	8	3	12	1.8	-4	-1
56	O=C(Cn1cc(C(F)(F)F)ccc1=O)NC(c1ccccc1)c1ccccc1	-4	-1	-3	-2	-1	-0.5	0	-10
57	CCOC(=O)c1[nH]c2ccc(OC)cc2c1NC(=O)OC	0	-3	17	16	18	0.3	-2	17
58	COc1ccccc1Nc1nnc(SCC(=O)Nc2cc(C)on2)s1	-32	0	4	-6	11	-2.6	-3	-15

# Part of the list above in order of heavy-atom count, ascending:
no.	SMILES	tim23-1 inh	XBP1 UPR activ	697 NFkB inh	Jurkat NFkB inh	Mdm2 MdmX PPI	CHOP UPR activ	APJ ag	APJ antagonist
48	CSc1ccc(CNCC(O)c2ccccc2)cc1 (configuration not stated)	-11	0	17	-11	9	-0.6	-4	4
46	NC(=S)Nn1c(-c2ccccc2)nc2ccccc2c1=O	-6	-1	20	1	0	-1.6	-4	12
54	O=C(N/N=C/c1ccc(OC(F)F)cc1)c1cc[n+]([O-])cc1	10	-2	-28	-29	-2	1.5	2	-13
50	COc1ccc(CCNC(=O)C(=O)N2CCCCC2)cc1OC	-1	-2	-10	-12	-13	-0.2	-4	10
53	CC(=O)c1ccc(NC(=O)CCNC(=O)c2ccc(Cl)cc2)cc1	-1	-1	15	11	-9	4.0	-4	9
58	COc1ccccc1Nc1nnc(SCC(=O)Nc2cc(C)on2)s1	-32	0	4	-6	11	-2.6	-3	-15
52	CCCN=C1NC(=O)C(CC(=O)NCCc2ccc(OC)c(OC)c2)S1 (configuration not stated)	-5	-1	8	15	37	-1.3	-4	22
56	O=C(Cn1cc(C(F)(F)F)ccc1=O)NC(c1ccccc1)c1ccccc1	-4	-1	-3	-2	-1	-0.5	0	-10
45	CCOc1cc(CNc2ccc(OC)cc2)cc(Br)c1OCC(=O)NC(C)(C)C	18	-6	17	10	20	-0.1	-2	11
55	O=C(Nc1ccc(S(=O)(=O)Nc2nccs2)cc1)C1CC(=O)N(c2ccccc2)C1 (configuration not stated)	3	0	8	3	12	1.8	-4	-1
